High-throughput results (PubChem)
KDM5B inhibitor: KDM5B demethylase inhibition; KDM5B demethylase, FDH-coupled NADH fluorescence (FDH is formaldehyde dehydrogenase); Potency, µM (series often up to 57.7 µM), inactives show at the highest dose activity change, negative = inhibition, most hits filed as inhibitors; 220,000 compounds, 2.6% hits; active = well fitted inhibition curve with a large enough effect; inconclusive = small, poorly fitted or top-dose-only effect; inactive = no such curve, though single readings can be large or run the other way; also: 0% is about no effect; nearly all actives have a fitted effect of over 70% in size
Target sequence (Q9UGL1 whole entry, looked up): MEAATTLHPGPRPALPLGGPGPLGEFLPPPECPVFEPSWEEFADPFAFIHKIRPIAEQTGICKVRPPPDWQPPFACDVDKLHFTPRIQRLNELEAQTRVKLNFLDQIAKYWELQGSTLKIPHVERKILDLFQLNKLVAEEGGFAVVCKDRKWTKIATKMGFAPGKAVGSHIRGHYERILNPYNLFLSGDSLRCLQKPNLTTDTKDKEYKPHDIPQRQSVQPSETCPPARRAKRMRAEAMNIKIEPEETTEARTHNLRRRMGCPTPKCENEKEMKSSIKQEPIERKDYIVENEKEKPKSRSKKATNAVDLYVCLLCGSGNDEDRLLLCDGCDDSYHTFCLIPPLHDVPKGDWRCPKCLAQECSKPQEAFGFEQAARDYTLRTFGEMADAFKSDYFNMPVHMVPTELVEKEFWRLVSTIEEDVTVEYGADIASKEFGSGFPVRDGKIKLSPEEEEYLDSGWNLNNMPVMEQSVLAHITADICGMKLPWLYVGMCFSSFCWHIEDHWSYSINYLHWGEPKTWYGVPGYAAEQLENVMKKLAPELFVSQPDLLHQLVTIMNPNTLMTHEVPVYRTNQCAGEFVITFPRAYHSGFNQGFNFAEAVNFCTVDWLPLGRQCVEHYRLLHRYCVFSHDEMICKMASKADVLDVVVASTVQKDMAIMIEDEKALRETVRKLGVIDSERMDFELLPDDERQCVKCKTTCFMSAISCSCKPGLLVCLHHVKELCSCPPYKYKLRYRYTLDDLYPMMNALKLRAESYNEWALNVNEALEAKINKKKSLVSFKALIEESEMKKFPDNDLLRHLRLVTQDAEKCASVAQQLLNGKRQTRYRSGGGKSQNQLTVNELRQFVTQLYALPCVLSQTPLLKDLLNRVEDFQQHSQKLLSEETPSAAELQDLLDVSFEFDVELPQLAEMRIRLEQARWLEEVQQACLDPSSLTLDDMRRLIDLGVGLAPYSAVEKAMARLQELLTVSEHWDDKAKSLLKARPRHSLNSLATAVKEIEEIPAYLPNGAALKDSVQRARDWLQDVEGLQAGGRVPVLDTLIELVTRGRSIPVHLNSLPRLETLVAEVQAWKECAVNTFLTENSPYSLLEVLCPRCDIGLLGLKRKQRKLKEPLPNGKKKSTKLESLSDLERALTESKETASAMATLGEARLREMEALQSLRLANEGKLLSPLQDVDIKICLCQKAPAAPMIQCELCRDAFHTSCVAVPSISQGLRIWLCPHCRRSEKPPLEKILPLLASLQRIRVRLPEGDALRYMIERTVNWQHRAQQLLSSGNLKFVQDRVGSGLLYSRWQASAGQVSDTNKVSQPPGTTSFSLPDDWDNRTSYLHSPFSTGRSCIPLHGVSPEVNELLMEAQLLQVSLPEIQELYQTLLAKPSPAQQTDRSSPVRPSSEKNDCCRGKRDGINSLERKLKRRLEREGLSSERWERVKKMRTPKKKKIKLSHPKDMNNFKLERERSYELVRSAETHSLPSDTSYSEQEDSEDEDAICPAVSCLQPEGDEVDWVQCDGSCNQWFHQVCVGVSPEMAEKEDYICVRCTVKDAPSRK
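Compound dilutions met 200 nM (final) KDM5BΔAP for 10 min at room temperature before substrate addition. The substrate mix held 12.5 µM H3K4me3 with cofactors 25 µM α-ketoglutarate and 50 µM Fe²⁺. NADH signal gain over 30 min defined activity.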
Starred values were filed as active, the others as inactive; ? = inconclusive; & = joins results of further samples; [ ] = another dose, or the depositor's remark. Potency is read from the fitted curve at half-maximal effect. Some of the compounds tested (hit frequency here may not be typical).

SMILES	KDM5B inhibitor
Cc1noc(C)c1-c1cc2c(cc(C)n2CCN(C)C)c(Nc2ccncn2)n1	32µM*
CC(C)CCC(C)NC(=O)C1CCN(S(=O)(=O)/C=C/c2ccccc2)CC1 (stereo not drawn)	13%
Cc1ccc(C(=O)/C=C/c2c(C)n[nH]c2C)cc1C	-9%
COc1ccc(C(=O)N2CCCC(n3cc(-c4nc(C5CC5)no4)nn3)C2)cc1OC (stereo not drawn)	25%
COc1ccc(NC(=O)c2ccc3c(c2)N(S(C)(=O)=O)CC3)cc1Cl	?
COCC(=O)N1C[C@@H]2C[C@H]1C(=O)N(CC1CC1)c1ccccc1O2	21%[86.2 µM]
O=C(NC1CCCC1)C1CCCN(C(=O)Nc2ccccc2)C1 (stereo not drawn)	4%
O=S(=O)(Cc1ccccc1)N1CCCC(Cc2nncn2CC2CC2)C1 (stereo not drawn)	7%
FC(F)(F)c1ccc2nc([C@H]3CCN(C4CCCCC4)C3)[nH]c2c1	?
N#Cc1nc(COc2cccc(Cl)c2)oc1NCc1ccncc1	-9%
O=C(COC(=O)C(Cc1c[nH]c2ccccc12)NC(=O)c1ccc(Cl)cc1)c1ccc(Cl)cc1 (stereo not drawn)	-22%
CC1CCC(NC(=O)c2ccc(CS(=O)(=O)c3c(Cl)cccc3Cl)o2)CC1 (stereo not drawn)	?
CC(=O)N1CCC(c2ncc(C)n2Cc2ccccc2)C1 (stereo not drawn)	-12%
FC(F)(F)c1cccc(NC(=S)NCc2cccs2)c1	7%
CC(=O)c1ccc(N2CCN(c3ncnc4c3c(-c3ccccc3)cn4-c3cccc(C)c3)CC2)cc1	?
CC(=O)Nc1cccc(C(=O)Nc2cccc(-c3nnc4n3CCCC4)c2)c1	-4%
O=C(Cn1ncc2ccsc2c1=O)N1CCN(c2ccc(F)cc2)CC1	6%
O=C(Nc1ccc([C@@H](O)[C@H]2COCC(=O)N2Cc2ccccn2)cc1)c1ccc(F)c(Cl)c1	-8%
O=C(NCc1ccc(C(F)(F)F)cc1)c1cc(Br)cn2ccnc12	14µM*
O=C(Nc1ccc(Cl)cc1)c1cc2c(-c3ccccc3)nn(-c3ccccc3)c2s1	-14%
N#C/C(=C/C1=Cc2cc(Cl)ccc2OC1)c1nc2ccccc2[nH]1	?
CC(=O)N1CCC(C2CCN(Cc3ccccc3C#N)C2)CC1 (stereo not drawn)	-18%
O=C(CCc1cc2n(n1)CCCNC2)N1CCCC1c1nc2ccccc2[nH]1 (stereo not drawn)	-22%
CCc1nc2c(c(-c3ccc(OC)cc3)n1)CCN(Cc1ccc(F)cc1)CC2	?
O=C(N1CCC(N[S+](=O)([O-])c2cccnc2)CC1)N1CC2CC(C1)[C@H]1CCCC(=O)N1C2 (stereo partly drawn)	-9%

4 structures already listed, sorted by SMILES length, low to high.
SMILES	KDM5B inhibitor
O=C(NCc1ccc(C(F)(F)F)cc1)c1cc(Br)cn2ccnc12	14µM*
N#C/C(=C/C1=Cc2cc(Cl)ccc2OC1)c1nc2ccccc2[nH]1	?
CCc1nc2c(c(-c3ccc(OC)cc3)n1)CCN(Cc1ccc(F)cc1)CC2	?
O=C(COC(=O)C(Cc1c[nH]c2ccccc12)NC(=O)c1ccc(Cl)cc1)c1ccc(Cl)cc1 (stereo not drawn)	-22%

Going on with the list.
SMILES	KDM5B inhibitor
O=C(O)CCc1conc1-c1ccccc1F	11%
CCC(C)OC(=O)/C(C#N)=C/c1ccc(-c2ccc(Br)cc2)o1 (stereo not drawn)	?
COc1ccccc1-c1c(C)nn2c(N3CCN(c4ccccc4)CC3)cc(C)nc12	10%
O=C(NCc1ccccc1)c1ccc2c(c1)N(Cc1ccccc1)C(=O)c1ccccc1S2(=O)=O	-26%
Cc1nc2ccn(Cc3ccccc3)c(=O)c2cc1C(=O)Nc1ccc(F)cc1Cl	?
Cc1ccc(CN2C(=O)C(O)(CC(=O)c3ccc(C)cc3)c3ccccc32)cc1 (stereo not drawn)	?
CCc1ccc(CNC(=O)c2cc3c(s2)-c2ccccc2OC3)cc1	?
COc1ccc2cnn(CC(=O)N3CCN(Cc4ccccc4)CC3)c(=O)c2c1OC	?
Cc1cc(C)c(NC(=O)c2ncoc2-c2ccco2)c(C)c1	-3%
COc1cccc(CNC(=O)Cn2c(N(C)Cc3ccccc3)nc(C)cc2=O)c1OC	-11%
CCOc1cc(C(=O)Nc2ccc(-c3nc4ncccc4o3)cc2C)cc(OCC)c1OCC	-37%
Cc1ccc(CN(C(=O)c2ccccc2)c2ccccn2)o1	8%&-13%
Cc1ccc(CCNC(=O)CCSCc2ccccc2Cl)cc1	-13%
CCCCc1cc(=O)oc2cc(OCC(=O)NCc3cccnc3)c(Cl)cc12	?
CCOc1ccc(CN2CCNC(=O)C2CC(=O)N(C)Cc2nonc2C)cc1 (stereo not drawn)	?
O=Cc1cccn1-c1ccc(Br)cc1	19%
COc1cccc(-c2cn3c(n2)N(C(=O)Cc2ccsc2)CCC3)c1	-18%
COc1ccc(Cc2nc3nccc(-c4ccncc4)n3n2)cc1	-9%
CN(CC1CCOCC1)C(=O)Nc1ccc(F)c(Cl)c1	-6%
CN(C)CCCNC(C(=O)O)c1cn(CCC(=O)O)c2cc(Br)ccc12 (stereo not drawn)	24%
CN(CC(=O)Nc1ccc(F)cc1)C(=O)COc1ncnc2ccccc12	8%
COc1ncccc1-c1cnc2n[nH]c(-c3ccccc3C)c2n1	40µM*
Cc1oc(-c2ccc(C(=O)Nc3cc(F)ccc3F)cc2)nc1COc1ccccc1	-14%
COc1cccc(CNC(=O)Nc2cc(C(=O)NCc3cccc(F)c3)ccc2N2CCCC2)c1	?
Cc1cccc2c1NC(=O)C21CC(=O)Nc2c1cnn2-c1ccccc1 (stereo not drawn)	-8%

Two of the compounds above, as labelled records:
canonical_smiles: CCC(C)OC(=O)/C(C#N)=C/c1ccc(-c2ccc(Br)cc2)o1 (stereo not drawn)
  KDM5B inhibitor: ?

canonical_smiles: CCc1ccc(CNC(=O)c2cc3c(s2)-c2ccccc2OC3)cc1
  KDM5B inhibitor: ?

(further entries)
SMILES	KDM5B inhibitor
CC(C)c1ccc(NC(=O)c2ccc3c(c2)N(C)C2CCCN2C3=O)cc1 (stereo not drawn)	?
Cc1ccc(SCCN(C)c2cc(C3CC(O)C3)nc(N)n2)cc1 (stereo not drawn)	19%
Cc1ccc2c(=O)[nH]c(Cc3ccccc3C(=O)O)nc2c1	5%
CCn1nc(CC(C)C)cc1C(=O)NCC1CCCN(Cc2ccco2)C1 (stereo not drawn)	10%
Cc1ccc2c(c1)N1C(=O)OC[C@@H]1CCN(C(=O)c1ccnc(Cl)c1)C2	9%[86.2 µM]
COc1ccc(-c2ccc3c(c2)C(=O)N2CC[C@H](NC(=O)CCC(=O)O)[C@H]2C(=O)N3)cc1	20µM*
Cn1cnc(S(=O)(=O)N2CCC(c3noc(-c4ccccc4)n3)C2)c1 (stereo not drawn)	-17%
Cc1cccc(NC(=O)OCc2ccccc2)c1	15%
Cc1ccc(-n2c(=O)c3cccnc3n2CC(=O)Nc2cc(C)cc(C)c2)cc1	?
CC1=Nc2cc(C(=O)NCCCN(C)C)ccc2Sc2ccc(F)cc21	?
COCc1ccc2c(c1)c(OC(C)(C)C(=O)Nc1ccc(OC)cc1)nn2Cc1cccnc1	11%
O=C1N(C2CCN(Cc3ccncc3)CC2)C(c2ccncc2)C12CCCCC2 (stereo not drawn)	?
O=C(COc1ccc(Cl)cc1)NNC(=O)c1ccccc1C(=O)O	-6%
O=C1NCCCCCCN(Cc2ccncc2)[C@@H]2CN(C(=O)Nc3ccccc3F)CC[C@@H]12	?
CC1CCN(S(=O)(=O)c2ccc3c(c2)CCC(=O)N3CC(=O)Nc2cccc(C#N)c2)CC1	16%
CC(=O)C1=C(O)C(=O)N(c2ccccn2)C1c1ccccc1[N+](=O)[O-] (stereo not drawn)	-27%
O=C1CCN(S(=O)(=O)c2cccc(F)c2)CCCCCCN1	13%
CN1CCC(OC2CCN(C(=O)c3cnn(C)c3)CC2)CC1	41%[activator]
Nc1nnc(CCNC(=O)[C@H]2CNC[C@H](C(=O)N3CCOCC3)C2)s1	-2%
COc1cccc(CNC(=O)Cn2c(C)cc3nc4n(c(=O)c32)CCCC4)c1	-9%
CCCCN(CCCC)CCCNC(=O)Cn1cc2c(n1)-c1c(oc(C(=O)N3CCCC3)c1C)CC2	?
COCC(=O)NC[C@H]1CCN(Cc2ccc(F)c(OC)c2)C[C@H]1N(C)C	-20%
CC(=O)N1CCN(C(=O)C2(Cn3cccn3)CC2)CC(O)C1 (stereo not drawn)	-8%
COc1ccc(S(=O)(=O)N2CCCCCC2)cc1NC(C)C(=O)Nc1ccc(NC(C)=O)cc1 (stereo not drawn)	24%
O=C(CC1CCCO1)NC(c1cccs1)C1CCCC1 (stereo not drawn)	8%

Compounds shown so far that have a thiophene ring, fused or not (six):
SMILES	KDM5B inhibitor
FC(F)(F)c1cccc(NC(=S)NCc2cccs2)c1	7%
O=C(Cn1ncc2ccsc2c1=O)N1CCN(c2ccc(F)cc2)CC1	6%
O=C(Nc1ccc(Cl)cc1)c1cc2c(-c3ccccc3)nn(-c3ccccc3)c2s1	-14%
CCc1ccc(CNC(=O)c2cc3c(s2)-c2ccccc2OC3)cc1	?
COc1cccc(-c2cn3c(n2)N(C(=O)Cc2ccsc2)CCC3)c1	-18%
O=C(CC1CCCO1)NC(c1cccs1)C1CCCC1 (stereo not drawn)	8%

Additional entries:
SMILES	KDM5B inhibitor
O=C(Nc1nc(-c2cccs2)cs1)C1CC(=O)N(c2ccccc2F)C1 (stereo not drawn)	8%
O=C(Cn1nc2c(cc1=O)CCCCC2)NCCCN1CCOCC1	16%
N#Cc1ccc(S(=O)(=O)N2CCN(C(=O)c3ccc(Cn4nnc5ccccc54)cc3)CC2)cc1	8%
N/C(=N\NS(=O)(=O)c1cc(C(F)(F)F)cc(C(F)(F)F)c1)c1ccccn1	14%
Cn1nccc1C(=O)N1CCCC(c2noc(COc3ccccc3F)n2)C1 (stereo not drawn)	16%
COc1ccc(-c2nc(CS(=O)CC(=O)NCCN3CCCCC3C)c(C)o2)cc1OC (stereo not drawn)	?
Cc1c(-c2ccccc2)oc2c(C(=O)OCC(=O)Nc3cc(Cl)ccc3F)cccc2c1=O	6%
COc1ccccc1CCNc1ncnc2c1nnn2C	4%
O=c1ccc(-c2ccccc2)nn1Cc1c(F)cccc1Cl	-5%
Cc1ccc(C2Cn3nnc(C(=O)N4CCC(C(=O)NCc5cccc(Cl)c5)CC4)c3CO2)cc1 (stereo not drawn)	-8%
COc1ccc(-c2cc3ccc(O)cc3oc2=O)cc1	136%[activator]
Cc1ccc(S(=O)(=O)NC[C@H]2OC[C@@H](NC3CCN(C)CC3)[C@@H]2O)cc1	52%[activator][86.2 µM]
Cc1csc(NC(=O)C2CC(=O)N(c3n[nH]c4cc(Br)ccc34)C2)n1 (stereo not drawn)	-9%
COCCNC(=O)CS(=O)(=O)Cc1nc(-c2ccccc2C)oc1C	9%
CCCCCCCCS(=O)(=O)CCOS(=O)(=O)CCCCCCCC	-7%
CCc1cccc(C)c1NC(=O)c1ccc2ccccc2n1	4%
CCCCNC(=O)CSc1nc(O)c(Cc2ccc(OC)cc2)c(=O)[nH]1	23%
COc1ccc(CNC(=O)c2sc3nc4n(c(=O)c3c2C)CCC4)cc1	-9%
CC(C)(C)NC(=O)CSc1ncnc2ccccc12	-8%
COc1ccc(NC(=O)CCn2ccn3nc4c(c3c2=O)CCCC4)cc1	19%
Cc1ccc(S(=O)(=O)NCc2ccccc2)cc1C(=O)NC1CCC(C)CC1 (stereo not drawn)	-10%
CCc1nn2c(=O)cc(CNc3cccc(C(C)=O)c3)nc2s1	-11%
CCOc1ccc(-c2cc(C(=O)N3CCN(c4ccc(C)cc4)C(C)C3)c3ccccc3n2)cc1 (stereo not drawn)	?
COc1ccccc1-c1nc(-c2ccc(Br)o2)no1	?
CSc1nc(C)cc(C(=O)O)n1	23%

Among those listed so far, these have bromine:
SMILES	KDM5B inhibitor
O=C(NCc1ccc(C(F)(F)F)cc1)c1cc(Br)cn2ccnc12	14µM*
CCC(C)OC(=O)/C(C#N)=C/c1ccc(-c2ccc(Br)cc2)o1 (stereo not drawn)	?
O=Cc1cccn1-c1ccc(Br)cc1	19%
CN(C)CCCNC(C(=O)O)c1cn(CCC(=O)O)c2cc(Br)ccc12 (stereo not drawn)	24%
Cc1csc(NC(=O)C2CC(=O)N(c3n[nH]c4cc(Br)ccc34)C2)n1 (stereo not drawn)	-9%
COc1ccccc1-c1nc(-c2ccc(Br)o2)no1	?

Continued:
SMILES	KDM5B inhibitor
CCCCN(C)S(=O)(=O)NC1CCN(c2ncccn2)CC1	-19%
O=C1Nc2ccccc2/C1=N\N1CCOCC1	6%
O=C(NCC(c1ccc2c(c1)OCO2)N1CCOCC1)c1ccc(F)cc1 (stereo not drawn)	-4%
O=c1onc(-c2ccccc2)c2ccccc12	25%
c1cnc2nc(C3CCN(CC4CCCCC4)C3)[nH]c2c1 (stereo not drawn)	?
CN(Cc1ccccc1)C(=O)C1(C)CCCc2cnc(N(C)C)nc21 (stereo not drawn)	32µM*
CCOc1ccc2c(=O)c(Oc3ccccc3Br)c(C)oc2c1	17%
CC(C)NC(=O)c1ccc2c(c1)nc1n2CCN(Cc2ccccc2)C1	14%
NC(=O)[C@@H](Cc1ccccc1)NC(=O)[C@@]1(O)C[C@@H](O)[C@H](O)[C@@H](NC(=O)Cc2cccs2)C1	-4%
CCOC(=O)CSc1nc2ccc(NC(=O)COc3ccccc3)cc2s1	15%
Cn1c(CNC(=O)CN2CC3CC(C2)[C@H]2CCCC(=O)N2C3)nc2ccccc21 (stereo partly drawn)	?
CCOC(=O)c1nnn(CC(=O)Nc2ccc(C)cc2Cl)c1C(=O)OCC	14%
CNC(=O)N1CCC(C2CCN(S(=O)(=O)c3cnc[nH]3)C2)CC1 (stereo not drawn)	-16%
CC1CCCCN1CCCNC(=O)c1cc2c(s1)CN(C1CCCC1)C2 (stereo not drawn)	?
COc1cccc(CNC(=O)[C@@H]2C[C@@H](O)CN2C2CCN(C(=O)c3cccc(F)c3)CC2)c1	-13%
